Assay outcomes deposited in PubChem BioAssay by National Center for Advancing Translational Sciences (NCATS).
PGK inhibitor = qHTS Assay to Find Inhibitors of Phosphoglycerate Kinase; PGK/GAPDH coupled, Kinase-Glo luminescence, 60 min; Potency, µM (highest dose often 57.5 µM), for inactives: top-dose activity change, negative = inhibition, hits mostly inhibitors; hit rate 0.043% among 380,000; AID 602233, 2012; also: potency is read from the fitted curve at half-maximal effect; % is scaled to controls: 0 for no effect and ±100 for the full control effect; nearly all actives have a fitted effect of over 60% in size
Target sequence (P07378 whole entry, looked up): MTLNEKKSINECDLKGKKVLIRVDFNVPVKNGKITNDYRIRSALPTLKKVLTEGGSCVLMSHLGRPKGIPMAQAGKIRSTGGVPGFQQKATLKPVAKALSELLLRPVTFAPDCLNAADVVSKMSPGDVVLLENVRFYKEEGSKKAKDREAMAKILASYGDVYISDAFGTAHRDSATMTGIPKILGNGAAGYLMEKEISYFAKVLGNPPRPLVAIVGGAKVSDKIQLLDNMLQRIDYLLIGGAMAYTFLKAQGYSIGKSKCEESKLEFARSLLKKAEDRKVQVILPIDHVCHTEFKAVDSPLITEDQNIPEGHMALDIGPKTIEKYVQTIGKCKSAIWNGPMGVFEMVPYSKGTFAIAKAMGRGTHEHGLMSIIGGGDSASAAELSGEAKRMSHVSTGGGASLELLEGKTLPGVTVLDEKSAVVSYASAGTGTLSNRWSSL
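Luminescent ATP detection (Kinase-Glo Plus) follows a 60-minute room-temperature incubation, with wells lacking PGK as controls. Buffer: 100 mM TEA (pH 7.6), 5 mM MgCl2, 0.01% Tween-20. Coupling enzyme GAPDH (100 nM final) supplies unstable 1,3-BPG in-well.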
mIDH1 inhibitor = qHTS for Inhibitors of mutant isocitrate dehydrogenase 1 (IDH1): qHTS; Isocitrate dehydrogenase [NADP] cytoplasmic (Homo sapiens), O75874; IDH1-R132H enzyme, NADPH consumption, diaphorase/resazurin fluorescence; Potency, µM (titrated, usually from 76.6 µM), for the others: at the top dose activity change, negative = inhibition, most hits filed as inhibitors; hit rate 0.093% among 390,000; also: potency is read from the fitted curve at half-maximal effect; % is scaled to controls: 0 for no effect and ±100 for the full control effect; nearly all actives have a fitted effect of over 65% in size
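IDH1-R132H (0.5 ug/mL) preincubated 30 min with compound, then NADPH (0.016 mM) and alpha-KG (2 mM) added; 80 min at RT, pH 7.5. Remaining NADPH coupled via diaphorase/resazurin to fluorescence (540/590 nm); concentration-response curves normalized to no-enzyme control.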
PI4K2A block = qHTS for small molecular inhibitors of PI4K2A; AID 1346378, 2018; purified PI4K2A, ADP-Glo luminescence, 1 h; hits give low values; hit rate 0.13% among 420,000; activity change, negative = inhibition, % at 76.9 µM; Phosphatidylinositol 4-kinase type 2-alpha (Homo sapiens), Q9BTU6; in the data active = activity change below about -50%; inconclusive = mostly about -30% to -49%;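 also: -100% = wells without enzyme as full effect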
Target sequence (Q9BTU6 whole entry, looked up): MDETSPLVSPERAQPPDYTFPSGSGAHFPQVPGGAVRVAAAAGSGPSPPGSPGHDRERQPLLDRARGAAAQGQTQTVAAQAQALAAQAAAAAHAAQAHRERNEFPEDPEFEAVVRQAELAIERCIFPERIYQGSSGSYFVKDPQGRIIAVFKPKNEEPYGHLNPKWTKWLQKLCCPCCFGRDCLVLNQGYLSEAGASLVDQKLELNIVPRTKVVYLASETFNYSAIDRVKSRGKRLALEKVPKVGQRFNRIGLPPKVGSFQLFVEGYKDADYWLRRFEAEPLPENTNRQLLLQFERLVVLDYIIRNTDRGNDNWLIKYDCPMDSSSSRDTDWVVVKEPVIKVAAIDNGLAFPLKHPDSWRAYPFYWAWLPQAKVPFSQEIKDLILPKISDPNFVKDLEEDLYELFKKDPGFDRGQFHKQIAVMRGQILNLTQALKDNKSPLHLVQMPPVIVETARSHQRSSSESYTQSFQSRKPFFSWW
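Compounds are screened against recombinant PI4K2A using PI as substrate and ATP, the latter dispensed at 300 microM. Reactions run one hour at ambient temperature before ADP-Glo detection; full inhibition defined by wells lacking enzyme.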
GLS inhibitor = qHTS for Inhibitors of Glutaminase (GLS); Glutaminase kidney isoform, mitochondrial (Homo sapiens), O94925; hit rate 0.21% among 410,000; Potency, µM (series often up to 45.5 µM), inactives show at the top dose activity change, negative = inhibition, hits mostly inhibitors; GLS enzymatic activity, qHTS titration; also: potency is read from the fitted curve at half-maximal effect; % is scaled to controls: 0 for no effect and ±100 for the full control effect
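Assay buffer: 45 mM KH2PO4 pH 8.2, 0.02% Tween-20. hKGA acts on L-glutamine (1 mM solution added); product glutamate is reported by an oxidase/peroxidase Amplex Red coupling, with fluorescence taken at baseline and 30 min.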
TrxR1 substrate = qHTS Assay for Substrates of Mammalian Selenoprotein Thioredoxin Reductase 1 (TrxR1): qHTS; Thioredoxin reductase 1, cytoplasmic (Rattus norvegicus), O89049; purified TrxR1 substrate turnover, NADPH consumption readout; Potency, µM (series often up to 114 µM), for the others: top-dose activity change, negative = substrate turnover; hit rate 0.01% among 390,000; also: potency is read from the fitted curve at half-maximal effect; % is scaled to controls: 0 for no effect and ±100 for the full control effect; nearly all actives have a fitted effect of over 50% in size
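Rat TrxR1, dispensed at 90 nM, was prereduced with 400 uM NADPH (final) for 5 min at ~22 deg C, then incubated with compound 15 min before 400 uM selenite. A first-read NADPH fluorescence drop versus no-compound background flagged substrates.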
Pin1 inh = qHTS Assay to Find Inhibitors of Pin1; Peptidyl-prolyl cis-trans isomerase NIMA-interacting 1 (Homo sapiens), Q13526; Pin1 FP peptide displacement, HiFluor488, 10 min; Potency, µM (series often up to 115 µM), for the others: at the top dose activity, negative = inhibition, hits mostly inhibitors; hit rate 0.009% among 390,000; AID 504891, 2011; active = well fitted inhibition curve with a large enough effect in the polarisation, with a control signal flat, not every such curve was filed as active; inconclusive = small, poorly fitted or top-dose-only effect, or effect the other way, or a change in a side signal; inactive = no such curve, though single readings can be large or run the other way; the % refers to the polarisation; also: potency is read from the fitted curve at half-maximal effect; % is scaled to controls: 0 for no effect and ±100 for the full control effect
TrxR1 inh = qHTS Assay for Inhibitors of Mammalian Selenoprotein Thioredoxin Reductase 1 (TrxR1): qHTS; Thioredoxin reductase 1, cytoplasmic (Rattus norvegicus), O89049; recombinant rTrxR1, NADPH fluorescence consumption, selenite substrate; Potency, µM (titrated, usually from 114 µM), without a hit: at the highest dose activity change, negative = inhibition, usual class: inhibitors; hit rate 1% among 390,000; also: potency is read from the fitted curve at half-maximal effect; % is scaled to controls: 0 for no effect and ±100 for the full control effect; nearly all actives have a fitted effect of over 65% in size
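Rat TrxR1 (90 nM in the dispensed reagent) was pre-reduced with 400 uM NADPH for 5 min at room temperature, then incubated with compound for 15 min. After 400 uM selenite was added, NADPH fluorescence (Ex 340/Em 450 nm) was followed for 8 min.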
HP1b chromo inh = HTS for Inhibitors of HP1-beta Chromodomain Interactions with Methylated Histone Tails | Potency, µM (series often up to 114 µM), inactives show at the top dose activity change, negative = inhibition, hits mostly inhibitors | AlphaScreen HP1-beta / biotin-H3K9me3 peptide binding | hit rate 0.56% among 390,000 | AID 540317, 2011; also: potency is read from the fitted curve at half-maximal effect; nearly all actives have a fitted effect of over 70% in size; inactives centre near 23
Target sequence (P83916 whole entry, looked up): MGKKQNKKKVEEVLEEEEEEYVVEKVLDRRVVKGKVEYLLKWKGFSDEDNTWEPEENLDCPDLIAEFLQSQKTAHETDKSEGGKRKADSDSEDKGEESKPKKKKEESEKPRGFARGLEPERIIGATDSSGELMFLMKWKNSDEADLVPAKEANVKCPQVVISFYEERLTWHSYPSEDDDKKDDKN
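Compound inhibition of the preformed complex between 50 nM HP1-beta and 50 nM biotinylated H3K9me3 peptide was read by AlphaScreen. Buffer was PBS pH 7.4 with 0.01% Tween-20. Incubations ran 30 min at room temperature, with 10 ug/mL donor/acceptor beads.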
USP1 inh = Inhibitors of USP1/UAF1: Primary Screen. Ubiquitin carboxyl-terminal hydrolase 1 (Homo sapiens), O94782. recombinant USP1/UAF1, Ub-Rhodamine cleavage fluorescence. hit rate 0.23% among 390,000. Potency, µM (highest dose often 57.1 µM), for the others: at the highest dose activity change, negative = inhibition, actives largely listed as inhibitors; also: potency is read from the fitted curve at half-maximal effect; % is scaled to controls: 0 for no effect and ±100 for the full control effect; nearly all actives have a fitted effect of over 60% in size; inactives centre near -12
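USP1/UAF1 complex at 1 nM was preincubated with compound for 15 min at room temperature, then Ub-Rho substrate (150nM final) was added. Fluorescence (480/540 nm) was read kinetically, 6 reads every 60 seconds.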
* marks the source's active call; other numbers are inactive results; i = inactive; ? = inconclusive; · = no result given; [ ] = remark or other dose. Unless noted, calls follow the shape of the dose curve; as a rule, active = well fitted curve in the direction sought with a large enough effect; inconclusive = small, poorly fitted or top-dose-only effect, or another doubt; inactive = no such curve, though single readings can be large; an effect the other way counts as inactive or inconclusive. The list is partial; the hit share may differ from the screen's.

SMILES	PGK inhibitor	mIDH1 inhibitor	PI4K2A block	GLS inhibitor	TrxR1 substrate	Pin1 inh	TrxR1 inh	HP1b chromo inh	USP1 inh
O=C(COc1ccc(C(F)(F)F)cc1[N+](=O)[O-])Nc1cccc(C(F)(F)F)c1	i	4%	-2	-6%	-21%[57.1 µM]	-1%	11%[57.1 µM]	45%	-9%
S=c1[nH]nc(-c2cc(-c3ccsc3)n[nH]2)n1-c1cccc2ccccc12	0%	19%	-6	4%	-1%	1%	-15%	1%	?
COc1cc(/C=C(\NC(C)=O)C(=O)NC(C)(C)C)ccc1OC(C)=O	3%	-2%	-2	26%	-12%	-8%	-9%	20%	-19%
CSc1ncc(C(=O)NCc2ccccc2F)c(-c2ccccc2)n1	-17%	-12%	-1	-4%	4%	?	6%	46%[activator]	10%
Cc1c(NS(=O)(=O)c2cc(NC(=O)CCN3CCCC(C)C3)ccc2Cl)c(=O)n(-c2ccccc2)n1C (configuration not stated)	6%	2%	-12	8%	9%[57.1 µM]	-1%	13%[57.1 µM]	6%	-12%
C=CCN1CN(S(=O)(=O)c2ccc(OC)cc2)c2nc3ccccc3nc21	1%	0%	10	0%	5%[57.1 µM]	6%	18%[57.1 µM]	58%[activator]	-17%
CCc1ccc(NC(=O)CSc2nnc(C3CC3)n2CC2CCCO2)cc1 (configuration not stated)	-4%	0%	1	-1%	1%[57.1 µM]	-1%	6%[57.1 µM]	2%	-15%
CCOc1ccc(CNS(=O)(=O)c2c(C)nc3sccn3c2=O)cc1OC	i	14%	2	-7%	1%	2%	17%	23%	-20%
CCOC(=O)C1CCc2nc3ccccc3c(=O)n21 (configuration not stated)	-6%	7%	2	0%	8%[57.1 µM]	-4%	1%[57.1 µM]	22%	-2%
Cn1c2c(c(=O)n(C)c1=O)CN(Cc1ccc(F)cc1)CN2	-5%	5%	-1	2%	4%	-7%	16%	12%	4%
Fc1ccccc1/C=C1\CCCC2=C1Nc1nnnn1C2c1ccccc1F (configuration not stated)	-10%	15%	-15	-3%	12%	2%	?	23%	0%
Cc1ccc(CCNC(=O)c2nc(CS(=O)(=O)c3ccc(Cl)cc3)no2)cc1	-7%	5%	6	-4%	1%	3%	16%	50%[activator]	-24%
O=C(N/N=C/C1CCCCC1)c1cc(Cl)ccc1O	i	5%	-7	5%	58%	-9%	17%[57.1 µM]	40%[activator]	-25%
O=C(N/N=C/c1c(O)ccc2ccccc12)Nc1ccccc1	-2%	2%	-3	2%	0%	?	19%	41%[activator]	-14%
CCOc1ccc(N(C(=O)c2ccccc2F)S(=O)(=O)c2ccc3c(c2)n(C)c(=O)n3C)cc1	·	·	-2	-7%	-1%	-2%	1%	28%	16%
CC(NC(=O)c1ccco1)c1cccc2ccccc12 (configuration not stated)	-6%	14%	-1	3%	1%	3%	8%	1%	-9%
COc1ccc(-c2cc3nc(C)cc(-c4ccc(OC)cc4)n3n2)cc1	5%	4%	-1	-1%	22%	12%	29%	196%[activator]	-25%
Cn1cccc1CN1CCC[C@]2(N[C@H](c3ccccc3)[C@@H]3C(=O)N(Cc4ccccc4)C(=O)[C@@H]32)C1=O	-5%	-2%	-1	-4%	·	·	·	·	-17%
CCOC(=O)c1c(C)[nH]c(C)c1S(=O)(=O)N(C)CC(=O)Nc1ccccc1	-7%	-4%	0	-1%	5%	-1%	30%	44%[activator]	-22%
CCOc1cc2[nH]c(=S)n(C3CC3)c(=O)c2cc1OCC	-4%	0%	0	-2%	-9%	0%	-21%	44%[activator]	-23%
CC(=O)N1CCN(C(=O)c2ccc(NS(=O)(=O)c3ccc4[nH]c(=O)[nH]c4c3)cc2)CC1	-11%	-6%	-4	0%	4%[57.1 µM]	-1%	12%	28%	4%
Cc1[nH]c2ccccc2c1SCC(=O)Nc1nccs1	-1%	-3%	-7	17%	-4%	-2%	21%	33%	-11%
[O-][n+]1onc2c1C(N1CCOCC1)CCC2N1CCOCC1 (configuration not stated)	-2%	-5%	5	-3%	-14%	1%	7%[57.1 µM]	9%	0%
Cc1cc(C(F)F)n2nc(C(=O)Nc3ccccc3F)nc2n1	0%	2%	-11	3%	7%[57.1 µM]	0%	5%[57.1 µM]	15%	2%
O=C(O)CCC(=O)NNC(=O)CCCOc1ccc(Cl)cc1Cl	3%	0%	1	-4%	5%[57.1 µM]	-2%	11%[57.1 µM]	5%	-16%

In a second layout: entries from further up.
S=c1[nH]nc(-c2cc(-c3ccsc3)n[nH]2)n1-c1cccc2ccccc12
  PGK inhibitor: 0%; mIDH1 inhibitor: 19%; PI4K2A block: -6; GLS inhibitor: 4%; TrxR1 substrate: -1%; Pin1 inh: 1%; TrxR1 inh: -15%; HP1b chromo inh: 1%; USP1 inh: ?

CCOC(=O)c1c(C)[nH]c(C)c1S(=O)(=O)N(C)CC(=O)Nc1ccccc1
  PGK inhibitor: -7%; mIDH1 inhibitor: -4%; PI4K2A block: 0; GLS inhibitor: -1%; TrxR1 substrate: 5%; Pin1 inh: -1%; TrxR1 inh: 30%; HP1b chromo inh: 44%[activator]; USP1 inh: -22%

(cont.)
SMILES	PGK inhibitor	mIDH1 inhibitor	PI4K2A block	GLS inhibitor	TrxR1 substrate	Pin1 inh	TrxR1 inh	HP1b chromo inh	USP1 inh
O=C(NCCc1ccccc1)C(=O)NC1CCCCC1	·	2%	-4	0%	-5%	0%	22%	53%[activator]	-5%
NC(=O)COC(=O)[C@H](Cc1ccccc1)NS(=O)(=O)c1ccc2c(c1)OCCO2	-7%	4%	-4	1%	2%[57.1 µM]	-3%	7%[57.1 µM]	10%	-12%
COc1ccc(OC)c(NC(=O)C2=C(C)C(=O)OC23CCCCCC3)c1	-4%	11%	-5	-1%	-1%	-1%	5%	18%	-22%
O=C(Cc1ccccc1)Nc1ccc2oc(=O)ccc2c1	5%	5%	-1	2%	11%[57.1 µM]	9%	-4%[57.1 µM]	17%	-25%
CCC1CCCCN1CCN1C(=O)C2C(C(=O)Nc3ccc(OC)cc3)C3C=CC2(O3)C1C(=O)NC1CCCCC1 (configuration not stated)	3%	0%	-7	-1%	-4%	0%	-1%	10%	-7%
Fc1ccc(CN2CC[C@H]3C=CCc4cccc(c43)C2)cc1	i	19%	-3	22%	9%	-11%	12%	23%	?
NC(=O)NC(=O)COC(=O)CN1C(=O)C2CCCCC2C1=O (configuration not stated)	-4%	7%	-1	-6%	4%	9%	14%	35%[activator]	-10%
CCN(CC)C(=O)c1ccc(C(=O)c2c(C)cc(C)cc2C)cc1	-3%	1%	-25	6%	-8%	3%	-1%	11%	-8%
O=C(N/N=C/c1cccnc1)c1ccco1	-4%	3%	2	-4%	-17%	7%	-19%	30%	-16%
COc1ccc(CNC(=O)Cn2ccc3cc(S(=O)(=O)N4CCCCC4)ccc32)cc1OC	-3%	-2%	1	-2%	-5%	3%	14%	34%	-1%
COC(=O)c1ccc(C(=O)OC)c(NC2=NS(=O)(=O)c3ccccc32)c1	i	7%	-7	-2%	30%	-6%	19%	28%	-12%
OCCN1CCOCCN(CCO)CCOCC1	2%	7%	-7	1%	4%[57.1 µM]	2%	-9%[57.1 µM]	0%	1%
COc1cc(C(=O)N2CCN(C(=O)c3ccco3)CC2)c([N+](=O)[O-])cc1OC	-7%	2%	1	-1%	-7%	-2%	-20%	63%[activator]	-23%
Cc1nnc(SCC(=O)NC2CCS(=O)(=O)C2)n1-c1ccccc1 (configuration not stated)	-3%	2%	-3	2%	-12%[57.1 µM]	-19%	24%[57.1 µM]	47%[activator]	-9%
CCCn1c(N2CCN(S(=O)(=O)Cc3ccccc3)CC2)nc2ccccc21	-1%	13%	-2	-10%	11%[57.1 µM]	-2%	-7%[57.1 µM]	33%[activator]	-10%
CCCCn1nc(C(=O)Nc2ccc(-n3cnnn3)cc2)c2ccccc2c1=O	i	12%	-5	-2%	11%	8%	12%	34%	-26%
COc1cc(/C=N/NC(=O)C2(O)c3ccccc3-c3ccccc32)ccc1O	3%	4%	2	11%	-16%	7%	?	22%	-2%
O=C(Nc1ccccc1)c1ccc(-n2nncc2-c2ccccc2)cc1	·	·	·	·	0%	3%	14%	6%[57 µM]	·
COC(=O)CCCC(=O)Nc1c(F)c(F)c(F)c(F)c1F	i	0%	1	-4%	-6%	-2%	-17%	46%	-9%
CCn1c(=O)c2sccc2n2c(CCC(=O)Nc3ccc(OC)cc3OC)nnc12	1%	-2%	-15	0%	4%	-3%	11%	38%	-26%
